UDG counter – blocks uracil-DNA glycosylase in AID counter-screen; FRET deamination/UDG coupled assay, UDG read, 4 h; Potency, µM (titrated, usually from 115 µM), for inactives: at the highest dose activity change, negative = inhibition, usual class: inhibitors; actives 0.14% (n = 91,000); AID 1347430; also: nearly all actives have a fitted effect of over 65% in size
AID inh – activation induced cytidine deaminase inhibition; AID 1347428; AID deamination FRET fluorescence, UDG-coupled, 4 h; Q9GZX7; actives 0.32% (n = 91,000); Potency, µM (doses to about 115 µM), for the others: top-dose activity change, negative = inhibition, actives largely listed as inhibitors; also: nearly all actives have a fitted effect of over 25% in size
Target sequence (Q9GZX7 whole entry, looked up): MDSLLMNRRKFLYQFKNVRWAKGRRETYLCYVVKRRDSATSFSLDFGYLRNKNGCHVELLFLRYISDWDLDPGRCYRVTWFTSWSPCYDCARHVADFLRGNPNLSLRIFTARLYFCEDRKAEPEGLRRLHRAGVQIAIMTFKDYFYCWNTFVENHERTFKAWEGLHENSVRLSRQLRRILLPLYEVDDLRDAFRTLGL
* hit, by the source's call; ? = inconclusive; [ ] = another dose, or the depositor's remark. Calls follow the shape of the dose curve; as a rule, active = well fitted curve in the direction sought with a large enough effect; inconclusive = small, poorly fitted or top-dose-only effect, or another doubt; inactive = no such curve, though single readings can be large; an effect the other way counts as inactive or inconclusive. % is scaled to controls: 0 for no effect and ±100 for the full control effect; potency is read from the fitted curve at half-maximal effect.

SMILES	UDG counter	AID inh
COc1ccc(Br)cc1C1N2CC3(C(C)C)CN1CC(C(C)C)(C2)C3=O (configuration not stated)	-18%	-15%
CCOC(=O)N1CCC(NC(=O)c2cnn(-c3cccc(Cl)c3C)c2C2CCN(C(=O)OC(C)(C)C)CC2)CC1	-17%	16%
Cc1ccc2oc(C(=O)Nc3sc4c(c3C(=O)NCc3ccco3)CCC4)cc(=O)c2c1	-3%[57.5 µM]	15%[57.5 µM]
COc1ccc(Cn2c(C(=O)O)c(CNCc3ccco3)c3ccc(OC)cc32)cc1	-6%	-2%
Cc1nn(C)c(C)c1NC(=O)C(C)OC(=O)c1ccc2c(c1)NC(=O)CS2 (configuration not stated)	-2%	3%
Cc1cccc(NC(=O)CSc2nc(-c3ccccc3)cc(=O)[nH]2)c1C	-1%	-22%
CCCCN(Cc1ccccc1)c1ccc(NS(=O)(=O)c2c(C)cc(C)cc2C)cc1C(=O)O	-10%	-5%
COc1ccc(C2C(=O)N(C3CCCCC3)CC(=O)N2CCc2ccc(OC)c(OC)c2)cc1 (configuration not stated)	4%	-7%
O=C(NCCNc1ncccn1)Nc1ccc2c(c1)Cc1ccccc1-2	-1%	3%
O=S(=O)(Nc1cccc(-c2ccc(N3CCCCCC3)nn2)c1)c1cccc(F)c1	-3%	-20%
COc1ccc(/C=C/C(=O)c2ccc(C(C)(C)C)cc2)c(OC)c1OC	-6%	-12%
O=S(=O)(c1ccccc1Cl)N1CCn2cccc2C1c1ccccc1F (configuration not stated)	?	-16%
Cn1nc(C(=O)OCC(=O)C(C)(C)C)c2ccccc2c1=O	6%	-5%
COC(=O)c1sc(NC(=O)[C@@H](NC(=O)c2ccc(F)cc2)C(C)C)nc1C	0%	-4%
COc1cccc(C(=O)CC2(O)C(=O)N(CN3CCOCC3)c3ccccc32)c1 (configuration not stated)	-3%	-10%
CCOc1c(Cl)cc(/C=C/C(=O)O)cc1OC	-3%	-12%
COc1ccc(CN(C(=O)c2cccc(C#N)c2)C(C)C2CC2)cc1 (configuration not stated)	-4%	-1%
Cc1cc(C(=O)Nc2ccc(Br)cn2)no1	7%	6%
COc1ccc2c(c1)C=C(C(=O)NCc1cc(Br)ccc1OC)CO2	-6%	-8%
Cc1cc(C)cc(NC(=O)Nc2cccs2)c1	-8%	-19%
CCN1C(=O)NC(c2ccccc2OC(F)F)C(C(=O)OC)=C1C (configuration not stated)	6%	-1%
O=C1C2CC3CC1CC(C(=O)O)(C3)C2	-1%	-3%
COC(=O)C1=C(CS(=O)(=O)c2ccc(Cl)cc2)NC(=O)NC1c1ccc(O)cc1 (configuration not stated)	7%	7%
COc1cccc(-c2nc(S(=O)(=O)c3ccccc3)c(N3CCC(C)CC3)o2)c1	-9%[57.5 µM]	-4%[57.5 µM]
Cc1nn2c(C)c(C(=O)NCCc3ccccc3)cnc2c1-c1ccccc1	12%	?
CC/C=C(/C)C(=O)N(C)Cc1ccsc1	0%	-2%
O=C(CSc1nc(Nc2ccccc2)c2ccccc2n1)NC1CC1	9%	-1%
CC(C)(C)c1[nH]c2ccc(Br)cc2c1C=O	-2%	1%
COCCCn1c(SCc2cccc(Cl)c2)nc2c(sc3ccccc32)c1=O	-4%	26%
S=C(Nc1ccn(C23CC4CC(CC(C4)C2)C3)n1)NC1CCCC1	0%	4%
COc1ccccc1NC(=O)c1c(C)cc(C)nc1SCC(=O)Nc1cccc(C)c1	-6%	-1%
O=C(Nc1cccc(C(F)(F)F)c1)C1C(c2ccccc2)=C1c1ccccc1	1%	-3%
COc1cccc(C(=O)OCc2cc3ccccc3[nH]c2=O)c1	4%	6%
COc1ccccc1CNC(=O)CCC(=O)N1CCSc2nc(C)cc(C)c21	8%	-4%
CC(=O)NNC(=S)Nc1cccc(C(F)(F)F)c1	3%	11%
CCCCOc1ccc(CNC(=O)Cc2ccc(NC(=O)N3CCSc4ncccc43)cc2)cc1	1%	5%
O=C(c1cc(-c2cccs2)on1)N1CCCC1c1ccccc1F (configuration not stated)	-3%	-18%
Cc1ccc(C)c(CN2C(=O)c3ccccc3S(=O)c3ccc(C(=O)N4CCOCC4)cc32)c1 (configuration not stated)	-18%	-6%
CCCc1c(C)c2ccccc2[nH]c1=O	8%	1%
Cc1ccc(-n2c(SCc3ccccc3)nc3c([nH]c4ccccc43)c2=O)cc1	2%	-9%
COc1cc(CNC(=O)c2cc3cccc(OC)c3oc2=O)ccc1OC(F)F	-1%	-6%
Cc1ccc(C)c(NC(=O)CN(C)S(=O)(=O)c2ccc3c(c2)CCC(=O)N3)c1	-3%[57.5 µM]	4%[57.5 µM]
Cc1ccc(C(=O)N2CCc3cc(CNS(=O)(=O)c4ccc(Cl)s4)ccc32)cc1	1%[57.5 µM]	11%
CCCCC(CC)C(=O)Nc1ccc(C)cc1Br (configuration not stated)	-1%	0%
CCOc1ccccc1NC(=O)c1nc(SC(C)C)ncc1Cl	?	-19%
CC(C)CCNC(=O)NC(=O)CSc1nc2ccccc2c(=O)n1C1CC1	5%	-11%
COc1ccc(-c2nc3sc(CCNC(=O)Cc4ccc(Cl)cc4)c(C)n3n2)cc1	-8%	3%
COc1ccccc1Nc1ncnc2c1nc1n2CCCC1	1%	-9%
CCCCc1ccc(C(=O)NCc2ccccn2)cc1	-9%	-8%
CCCS(=O)(=O)N1CCC(C(=O)NCCOC)CC1	-12%	-20%
The results go on:
SMILES	UDG counter	AID inh
COc1ccc(Cn2ccc3nc(C)c(C(=O)Nc4ccc(C)c(F)c4)cc3c2=O)cc1	9%	2%
CCOC(=O)C1=C(c2ccccc2)OC(=C(C(F)(F)F)C(F)(F)F)S1	6%	8%
CCc1cccc(OCc2ccc(C(N)=O)cc2)c1	-5%	-13%
CCOC(=O)c1c(C)n(CC(=O)OC)c2ccc(OC)cc12	-5%	-1%
Cc1ccc(/C=C(/C#N)c2nc3ccccc3[nH]2)cc1	0%	3%
Cc1ccc(C(CNC(=O)c2sc3ccccc3c2Cl)N2CCCC2)o1 (configuration not stated)	0%	-6%
CCOC(=O)C1(C)C=C(Nc2cccc(C)c2)C(=O)N1c1ccccc1 (configuration not stated)	-10%	-23%
CCOc1ccc(NC(=O)Cn2cc(C(=O)c3ccccc3)c(=O)c3cc4c(cc32)OCCO4)cc1	7%	13%
COc1ccc2c(c1)c1c(c(=O)n(Cc3ccccc3)c(=O)n1CC(=O)NCc1ccc(C)cc1)n2C	9%	10%
Cc1ccc(-c2csc(Nc3ccccc3C)n2)cc1	-9%	-7%
Cc1cc(C)n(C(C)CC(=O)Nc2cccc(C(F)(F)F)c2)n1 (configuration not stated)	-1%	2%
CC1CCN(S(=O)(=O)c2ccc3c(c2)N(C)C(=O)CC(=O)N3C)CC1	-5%	5%
COc1ccc(/C=C/c2nc3ccccc3o2)c(OC)c1OC	-2%	-6%
COc1cc(/C=C(\C#N)c2nc3ccccc3[nH]2)ccc1O	-3%	-1%
CCc1ccc(S(=O)(=O)NCc2cccn2Cc2cccc(C)c2)cc1	14%	8%
COc1ccc(NC(=O)c2c(NCc3sccc3C)sc3c2CCCCC3)c(OC)c1	-14%	170%[activator]
Cc1c(C(=O)N2CCCC2)oc2c1-c1nn(CC(=O)NCc3ccccc3F)cc1CC2	?	?
Cc1ccc(N(C)C(=O)Cn2ncc3c([nH]c4ccccc43)c2=O)cc1C	-13%[57.5 µM]	7%
Cc1ccccc1OCc1nc(C#N)c(N2CCOCC2)o1	-14%	-13%
NNc1cccc(S(=O)(=O)c2cccc(NN)c2)c1	45µM*	?
O=C(Nc1cccc(Cl)c1Cl)c1cc2nc(-c3ccc(Cl)cc3)cc(C(F)(F)F)n2n1	-9%[57.5 µM]	33%[activator][57.5 µM]
CC1=C(C(=O)OCC2CCCCC2)C(c2cccc(F)c2F)CC(=O)N1 (configuration not stated)	-1%	4%
Cc1ccc2[nH]c(=O)c(C3=NN(C(=O)c4cccs4)C(c4ccco4)C3)c(-c3ccccc3)c2c1 (configuration not stated)	-20%	-21%
Cn1c(=O)c2c(nc(Oc3ccccc3)n2Cc2ccc(F)cc2)n(C)c1=O	48%[activator]	-9%
Cn1c(CCN2CCCCC2)nc2cc(NC(=O)c3ccccc3Cl)ccc21	-4%	2%
Cc1oc2cc(OC(=O)c3ccc(S(C)(=O)=O)cc3)ccc2c(=O)c1-c1ccccc1	2%	-1%
Cc1ccc(C)c(CN2CCCN(Cc3ccccc3C)S2(=O)=O)c1	20%	-10%
Cc1cccc(NC(=O)c2cc3cc(Cl)ccc3nc2C)c1	5%	11%
CCOCCc1nn2c(=O)cc(COC(=O)c3ccc(NC(=O)C(C)(C)C)cc3)nc2s1	-3%	33%[activator]
Cc1ccc2occ(-c3cc(-c4ccc(F)cc4)nc4c3COc3ccc(F)cc3-4)c(=O)c2c1	8%	25%
O=C(Cn1c(=O)oc2ccccc21)Nc1ccc(C(=O)O)cc1	-7%	-5%
CN1CCN(c2nc3c(S(=O)(=O)c4ccc(Br)cc4)nnn3c3ccsc23)CC1	-13%	?
O=C(CSc1nncn1-c1ccccc1)Nc1cccc(S(=O)(=O)N2CCCCC2)c1	-9%	-14%
Cc1cc(C)c2oc(-c3cccc(NC(=O)COc4ccc([N+](=O)[O-])cc4)c3)nc2c1	-3%	3%
CC(C(=O)NC(C)(C)C)N(c1ccc(F)cc1)S(C)(=O)=O (configuration not stated)	-8%	-7%
Cc1cc(=O)oc2cc(OCC(=O)Nc3ccc(C(N)=O)cc3)ccc12	6%	11%
Cc1ccc(Cl)c2c1N[C@@H](c1ccc(C(=O)O)cc1)[C@H]1CC=C[C@@H]21	28%	?
COC(=O)C(NC=O)C(O)(c1ccc(OC)cc1)C(F)(F)F (configuration not stated)	9%	-1%
Cc1cccc(N2CCN(C(=O)c3ccc4c(c3)N(Cc3cccc(Cl)c3)C(=O)c3ccccc3S4=O)CC2)c1C (configuration not stated)	-7%[57.5 µM]	-16%
C=CCNC(=O)CNC(=O)NCc1ccc(F)cc1	7%	8%
CCc1ccc(NS(=O)(=O)c2ccc3[nH]c4c(c3c2)CCCCCC4)cc1	-16%[57.5 µM]	-22%[57.5 µM]
COc1cc(/C=N/O)c(Br)cc1OCc1ccccc1	-6%	-1%
Cc1ccc(NC(=S)NCc2ccc(Cl)cc2)cc1	11%	-4%
Cc1ccc(OCCCCn2c(CCNC(=O)C(C)(C)C)nc3ccccc32)cc1	0%	?
CCn1nnc2cc(C(=O)Nc3cccc(C(F)(F)F)c3)ccc21	-6%[57.5 µM]	-5%
CCCOc1ccc(C2=NC(c3ccc(F)cc3)=Nc3ccc(OC)cc3N2)cc1	0%	-5%
N#C/C(=C\c1ccc(OC(=O)c2ccc(Cl)cc2)cc1)C(=O)Nc1ccccc1C(F)(F)F	-7%	-2%
Cc1nc2ccccc2nc1SCC(=O)NC(C)c1cccc2ccccc12 (configuration not stated)	-11%	-3%
O=C(CCCc1ccccc1)NC1CC(=O)N(c2ccc(F)cc2)C1 (configuration not stated)	1%	3%
O=C(CSCc1ccc(F)cc1)N1CCc2c([nH]c3ccccc23)C1c1ccccc1 (configuration not stated)	-11%[57.5 µM]	-22%
Cc1ccc(N2CCN(C(=O)c3cc(S(=O)(=O)N4CCCCC4)c[nH]3)CC2)c(C)c1	-15%[57.5 µM]	-14%
CCC(=O)Nc1sc2c(c1C(=O)Nc1ccccc1C)CCC(C)C2 (configuration not stated)	-20%	8%
CCC(Sc1nc2ncccc2[nH]1)C(=O)Nc1ccccc1F (configuration not stated)	-5%[57.5 µM]	5%

In the list so far, these contain an NH in an aromatic ring:
SMILES	UDG counter	AID inh
Cc1cccc(NC(=O)CSc2nc(-c3ccccc3)cc(=O)[nH]2)c1C	-1%	-22%
CC(C)(C)c1[nH]c2ccc(Br)cc2c1C=O	-2%	1%
COc1cccc(C(=O)OCc2cc3ccccc3[nH]c2=O)c1	4%	6%
CCCc1c(C)c2ccccc2[nH]c1=O	8%	1%
Cc1ccc(-n2c(SCc3ccccc3)nc3c([nH]c4ccccc43)c2=O)cc1	2%	-9%
Cc1ccc(/C=C(/C#N)c2nc3ccccc3[nH]2)cc1	0%	3%
COc1cc(/C=C(\C#N)c2nc3ccccc3[nH]2)ccc1O	-3%	-1%
Cc1ccc(N(C)C(=O)Cn2ncc3c([nH]c4ccccc43)c2=O)cc1C	-13%[57.5 µM]	7%
Cc1ccc2[nH]c(=O)c(C3=NN(C(=O)c4cccs4)C(c4ccco4)C3)c(-c3ccccc3)c2c1 (configuration not stated)	-20%	-21%
CCc1ccc(NS(=O)(=O)c2ccc3[nH]c4c(c3c2)CCCCCC4)cc1	-16%[57.5 µM]	-22%[57.5 µM]
O=C(CSCc1ccc(F)cc1)N1CCc2c([nH]c3ccccc23)C1c1ccccc1 (configuration not stated)	-11%[57.5 µM]	-22%
Cc1ccc(N2CCN(C(=O)c3cc(S(=O)(=O)N4CCCCC4)c[nH]3)CC2)c(C)c1	-15%[57.5 µM]	-14%
CCC(Sc1nc2ncccc2[nH]1)C(=O)Nc1ccccc1F (configuration not stated)	-5%[57.5 µM]	5%

Only part of the results is shown (hit frequency here may not be typical).
